Bioassay records deposited in PubChem BioAssay by National Center for Advancing Translational Sciences (NCATS).
POLI inh – DNA polymerase iota (human) inhibition; Q9UNA4; Pol iota fluorescent replication assay, 10 min; Potency, µM (top dose mostly 115 µM), inactives show at the highest dose activity, negative = inhibition, usual class: inhibitors; 390,000 compounds, 1% hits; further: potency means the concentration at half of the fitted maximal effect
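Pol iota at 10 nM preincubated 15 min with compounds at room temperature; reaction started with fluorescent substrate, 50 nM final. Fluorescence read kinetically at 0 and 10 min; buffer-only wells as negative control.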
APEX1 inh – APE1 (human) endonuclease inhibition; P27695; recombinant APE1, TAMRA/BHQ-2 abasic DNA cleavage fluorescence; Potency, µM (series often up to 65.8 µM), for the others: at the highest dose activity change, negative = inhibition, most hits filed as inhibitors; 350,000 compounds, 0.35% hits;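 further: potency means the concentration at half of the fitted maximal effect; plate controls were vehicle for no effect and reference inhibitor for full effect; nearly all actives have a fitted effect of over 55% in size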
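Substrate: short duplex with […] THF abasic site, 5'-TAMRA and 3'-BHQ-2, 50 nM final. APE1 at 0.75 nM, preincubated 15 min RT with compound. Fluorescence increase from first to third read measured activity.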
POLH inh – blocks human DNA polymerase eta activity; recombinant Pol eta, fluorescent DNA replication assay; Potency, µM (series often up to 114 µM), inactives show top-dose activity change, negative = inhibition, hits mostly inhibitors; 390,000 compounds, 1.2% hits; AID 588591; further: potency means the concentration at half of the fitted maximal effect; on the % scale 0 is the no-effect control and ±100 the full control effect
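Pol eta at 10 nM preincubated with compounds 15 min at room temperature; reaction started with fluorescent substrate (50 nM final) and read kinetically at 0 and 10 min.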
Apoferritin bind – candidate novel general anesthetic via apoferritin binding | AID 485281 | 350,000 compounds, 0.074% hits | Potency, µM (series often up to 77.5 µM), for inactives: at the highest dose activity change, negative = displacement, hits mostly inhibitors | P02791 | apoferritin/1-aminoanthracene competitive binding, fluorescence; further: potency means the concentration at half of the fitted maximal effect; on the % scale 0 is the no-effect control and ±100 the full control effect; nearly all actives have a fitted effect of over 20% in size
Target sequence (P02791 2-175 limits assumed): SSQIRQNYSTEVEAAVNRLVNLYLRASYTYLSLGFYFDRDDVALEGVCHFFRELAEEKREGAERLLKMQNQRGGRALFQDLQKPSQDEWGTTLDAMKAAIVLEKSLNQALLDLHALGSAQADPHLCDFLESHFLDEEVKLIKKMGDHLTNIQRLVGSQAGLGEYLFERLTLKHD
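Apoferritin-based anesthetic binding model; compound displacement of fluorescent 1-AMA measured as endpoint fluorescence after 10 minutes at room temperature, scaled to free-ligand and complex controls.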
POLB inh – blocks human DNA polymerase beta activity. 340,000 compounds, 1.3% hits. Potency, µM (titrated, usually from 114 µM), inactives show at the top dose activity change, negative = inhibition, actives largely listed as inhibitors. P06746. Pol beta primer extension/strand displacement, fluorescence kinetic; further: potency means the concentration at half of the fitted maximal effect; on the % scale 0 is the no-effect control and ±100 the full control effect
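10 nM enzyme + cpd, 15 min RT; start with substrate 50 nM final; read 0 min and after 10 min RT. Corrected, normalized data; 4-parameter Hill curve fit.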
BLM inh – Bloom syndrome helicase (human) inhibition | Potency, µM (top dose mostly 56.1 µM), without a hit: top-dose activity change, negative = inhibition, most hits filed as inhibitors | 350,000 compounds, 0.2% hits | AID 2528 | recombinant BLM DNA unwinding, fluorescence dequenching;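 further: potency means the concentration at half of the fitted maximal effect; plate controls were vehicle for no effect and no enzyme for full effect; nearly all actives have a fitted effect of over 35% in size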
LDHA inh – blocks human lactate dehydrogenase A; P00338; purified LDHA, NADH/diaphorase-resazurin fluorescence; hits give low values; activity change, % (values are at about 110 or 230 µM); 480,000 compounds, 0.15% hits; AID 1347041; in the data active means activity change below about -30%; inconclusive means mostly about -25% to -30%;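 further: plate controls were DMSO wells for no effect and wells without enzyme for full effect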
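LDH5 2 nM; NADH 0.06 mM, pyruvate 0.2 mM; 200 mM Tris pH 7.4, EDTA, Tween-20; 5 min RT. Detection: diaphorase 0.133 mg/mL + resazurin 37 µM, fluorescence ex540/em590 at 0 and 20 min; normalized to enzyme-free and DMSO wells.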
Pol kappa inh – blocks human DNA polymerase kappa activity; Potency, µM (titrated, usually from 107 µM), for inactives: top-dose activity, negative = inhibition, actives largely listed as inhibitors; 400,000 compounds, 0.53% hits; Q9UBT6; purified Pol kappa, fluorescent DNA synthesis assay, 10 min; further: potency means the concentration at half of the fitted maximal effect; on the % scale 0 is the no-effect control and ±100 the full control effect
Target sequence (Q9UBT6 whole entry, looked up): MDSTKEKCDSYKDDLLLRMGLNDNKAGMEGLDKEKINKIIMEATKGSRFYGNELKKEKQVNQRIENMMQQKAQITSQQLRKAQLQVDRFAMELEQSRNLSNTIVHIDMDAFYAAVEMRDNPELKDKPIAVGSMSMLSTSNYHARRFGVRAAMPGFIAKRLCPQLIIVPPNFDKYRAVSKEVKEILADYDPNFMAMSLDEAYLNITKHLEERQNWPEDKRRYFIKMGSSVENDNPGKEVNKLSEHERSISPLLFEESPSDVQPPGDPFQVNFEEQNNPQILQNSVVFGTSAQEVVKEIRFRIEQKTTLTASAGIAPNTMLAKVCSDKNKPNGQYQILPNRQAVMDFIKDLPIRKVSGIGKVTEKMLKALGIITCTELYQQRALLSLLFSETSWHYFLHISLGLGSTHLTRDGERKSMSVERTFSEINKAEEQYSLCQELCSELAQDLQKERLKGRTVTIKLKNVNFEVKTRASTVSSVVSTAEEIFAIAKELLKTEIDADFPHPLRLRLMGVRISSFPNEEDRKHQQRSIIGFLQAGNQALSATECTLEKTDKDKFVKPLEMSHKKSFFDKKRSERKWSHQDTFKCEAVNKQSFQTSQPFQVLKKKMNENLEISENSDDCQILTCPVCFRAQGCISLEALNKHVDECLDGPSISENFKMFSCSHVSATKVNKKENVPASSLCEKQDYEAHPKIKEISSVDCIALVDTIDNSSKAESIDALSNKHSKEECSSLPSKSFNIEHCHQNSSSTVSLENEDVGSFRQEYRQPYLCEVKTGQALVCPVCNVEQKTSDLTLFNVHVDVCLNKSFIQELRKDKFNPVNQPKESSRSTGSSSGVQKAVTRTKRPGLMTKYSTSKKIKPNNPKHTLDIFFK
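Kinetic fluorescence screen: compound preincubated 15 min RT with 10 nM enzyme; 50 nM substrate (final) initiates; reads at 0/10 min.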
Glioma ERSR ind – inducers of ER stress response in human glioma cells; 420,000 compounds, 0.02% hits; U87-MG GRP78 promoter luciferase reporter, 16 h; AID 602332; Potency, µM, for inactives: at the top dose activation, usual class: activators; further: potency means the concentration at half of the fitted maximal effect; series mostly up to about 76 µM; % of control where 0% means no effect; nearly all actives have a fitted effect of over 35% in size
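Stably transfected U87-MG glioma cells carrying a GRP78-based luciferase sensor; 16 h compound incubation. Luminescence end-point read 10 min after Bright-Glo addition at room temperature.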
Numbers without * were called inactive; ? = inconclusive; / = no result given; & = joins results of further samples; [ ] = dose if it differs, or a comment. Unless noted, the call rests on the fitted dose curve; in most records, active means well fitted curve in the direction sought with a large enough effect; inconclusive means small, poorly fitted or top-dose-only effect, or another doubt; inactive means no such curve, though single readings can be large; an effect the other way counts as inactive or inconclusive. A portion of the library; count on the stated rates, not on these rows.

No.	compound	POLI inh	APEX1 inh	POLH inh	Apoferritin bind	POLB inh
1	CCOc1ccc(NC(=O)CN(C)C(=O)CCCn2c(=O)oc3ccccc32)cc1OCC	21%	11%	-4%	/	/
2	Cc1cc(F)ccc1S(=O)(=O)N1CCCOC1CNC(=O)C(=O)NCCc1c[nH]c2ccccc12 (centres undefined)	-7%	7%	-21%	-7%	6%
3	CCOc1cccc(NC(=O)c2ccc(S(=O)(=O)N3CCCC3)cc2)c1	-24%	-5%	-8%	-9%	34%
4	N#Cc1c(NC(=O)C2CC(c3c(F)cccc3Cl)=NO2)sc2c1CCC2 (centres undefined)	-7%	-8%	3%	0%	?
5	Cc1ccccc1NC(=O)CSc1nc2c(oc3ccccc32)c(=O)n1Cc1ccco1	3%	/	-2%	5%	4%
6	COc1ccc(S(=O)(=O)N(C)CC(=O)Nc2ccc(C(N)=O)cc2)cc1OC	-2%	-2%	-6%	-1%	-13%
7	CCN(CC)S(=O)(=O)c1cccc(-c2nnc(SCC(=O)NC)n2N)c1	?	-5%	-7%	1%	-8%
8	Cc1ccccc1NC(=S)N1CCN(Cc2ccccc2)CC1	-25%	-3%	-1%	-7%	0%

No.	BLM inh	LDHA inh	Pol kappa inh	Glioma ERSR ind
1	/	-5	-10%	-1%
2	-2%	-7	-15%	-5%
3	-3%	-8	-5%	-4%
4	-11%	-6	-8%	-1%
5	-6%	-9	2%	0%
6	1%	1	-10%	-5%
7	-5%	-5	-7%	-2%
8	3%	-9	-12%	-2%

Next section:
No.	compound	POLI inh	APEX1 inh	POLH inh	Apoferritin bind	POLB inh
9	O=C(NC1CCCCC1)C(c1ccncc1)N(C(=O)c1ccco1)c1ccc(F)cc1 (centres undefined)	2%	8%	-11%	0%	88%
10	Cc1ccc(N2C(=O)N(CC(=O)Nc3ccccc3C(F)(F)F)C(=O)C2C)cc1 (centres undefined)	44%[activator]	26%	-25%	/	/
11	CCC1=C(OC(=O)N(CC)CC)N2C(=O)OC(=NCC3CC3)[C@]2(Cc2ccccc2)[C@H]2C1=CC[C@H]1C(=O)N(C)C(=O)[C@H]12	5%	-1%&0%	-12%	-13%&-21%	-28%
12	Nc1ccccc1N	22%	-1%	/	/	/
13	Cc1ccc(NC(=O)CSCC(=O)N2c3ccccc3CCc3ccccc32)cc1	19%	-7%	-17%	-10%	-1%
14	COc1ccc(S(=O)(=O)N(C)C[C@H]2Oc3c(NC(=O)Nc4ccc5c(c4)OCO5)cccc3C(=O)N([C@H](C)CO)C[C@@H]2C)cc1	11%	-7%	-7%	/	/
15	CCCc1cc(C(=O)Cc2ccc(C(=O)OCC)o2)c(O)cc1O	-12%	-1%	-6%	-15%	-23%
16	CCOC(=O)C1=C(C)OC(N)=C(C#N)C1c1cc(C)sc1C (centres undefined)	9%	-2%	?	-23%	-2%

No.	BLM inh	LDHA inh	Pol kappa inh	Glioma ERSR ind
9	-4%	1	6%	-3%
10	/	-3	-4%	-2%
11	-4%&-2%	-1	1%	-1%
12	/	-2	-41%	0%&-4%
13	-11%	-3	-6%	-2%
14	/	5	1%	-3%
15	-25%	3	-10%	3%
16	-6%	1	-5%	2%

Brought forward from above: four compounds; new compounds follow.
No.	compound	POLI inh	APEX1 inh	POLH inh	Apoferritin bind	POLB inh
13	Cc1ccc(NC(=O)CSCC(=O)N2c3ccccc3CCc3ccccc32)cc1	19%	-7%	-17%	-10%	-1%
14	COc1ccc(S(=O)(=O)N(C)C[C@H]2Oc3c(NC(=O)Nc4ccc5c(c4)OCO5)cccc3C(=O)N([C@H](C)CO)C[C@@H]2C)cc1	11%	-7%	-7%	/	/
15	CCCc1cc(C(=O)Cc2ccc(C(=O)OCC)o2)c(O)cc1O	-12%	-1%	-6%	-15%	-23%
16	CCOC(=O)C1=C(C)OC(N)=C(C#N)C1c1cc(C)sc1C (centres undefined)	9%	-2%	?	-23%	-2%
17	CNC(=O)CSc1nnc(COc2ccc([N+](=O)[O-])cc2)n1C	44%[activator]	4%	-13%	2%	8%
18	Brc1cc(/C=N/n2cnnc2)oc1Br	-5%	0%	-4%	-2%	17%
19	COc1ccc(OCCCC(=O)Nc2cc(S(=O)(=O)N3CCCCC3)ccc2OC)cc1	-18%	7%	-11%	/	/
20	CSCCC(NC(=O)c1ccccc1Br)C(=O)NNC(=O)c1ccncc1 (centres undefined)	26%	22%	4%	/	/
21	Cc1noc(C)c1CSCC(=O)Nc1cc(Cl)ccc1N1CCCCC1	17%	-11%	-5%	/	/
22	CC(=O)N/C(=C/c1ccc2c(c1)OCO2)C(=O)NCc1ccccc1	79%[activator]	10%	-8%	-5%	18%
23	CCNC(=S)NCc1ccc(F)cc1	10%	1%	-10%	5%	16%
24	O=C1NCCCC1C(=O)Nc1ccccn1 (centres undefined)	?	0%	-4%	3%	-18%

No.	BLM inh	LDHA inh	Pol kappa inh	Glioma ERSR ind
13	-11%	-3	-6%	-2%
14	/	5	1%	-3%
15	-25%	3	-10%	3%
16	-6%	1	-5%	2%
17	1%	1	3%	-2%
18	-2%	-1	6%	-1%
19	/	-8	1%	0%
20	/	1	12%	0%
21	/	-9	-6%	-2%
22	-4%	-4	-5%	-3%
23	-2%	-3	-15%	-5%
24	0%	-9	8%	-6%

(next part)
No.	compound	POLI inh	APEX1 inh	POLH inh	Apoferritin bind	POLB inh
25	COc1ccc(N(C(=O)c2cccc(C)c2)S(=O)(=O)c2ccc3c(c2)n(C)c(=O)n3C)cc1	24%	/	-18%	?	-11%
26	COc1ccccc1-n1nc(C(=O)NCc2ccco2)c2ccccc2c1=O	4%	3%	-8%	-14%	-1%
27	CC(C)(C)c1[nH]ncc1[N+](=O)[O-]	45%[activator]	-2%	-7%	?	7%
28	CC(CN1CCCCC1)NC(=O)c1cc(-c2ccccn2)nc2ccc(Cl)cc12 (centres undefined)	194%[activator]	3%	-21%	-3%	-19%
29	CCCCN(C(=O)c1ccco1)c1nnc(-c2cc(OC)c(OC)c(OC)c2)s1	12%	3%	-9%	-3%	-1%
30	CC(C)(C)NNC(=S)Nc1ccc(S(=O)(=O)N2CCOCC2)cc1	?	12%	-6%	-8%	33%
31	CC(C)CCOc1ccc(C(=O)NCC2OCCc3ccccc32)cc1 (centres undefined)	9%	/	/	-11%	35%
32	O=C(O)C1Nc2c(O)cc(Cl)c([N+](=O)[O-])c2C2C=CCC12 (centres undefined)	?	2.5µM*	1.3µM*	-21%	0.25µM*

No.	BLM inh	LDHA inh	Pol kappa inh	Glioma ERSR ind
25	-9%	-1	2%	-1%
26	-1%	-5	-6%	-2%
27	-8%	-8	-8%	-1%
28	-4%	-6	-1%	-2%
29	-3%	4	-11%	-4%
30	0%	-6	-1%	-5%
31	-2%	-4	-11%	/
32	1.8µM*	-11	1.8µM*	-6%

Following part:
No.	compound	POLI inh	APEX1 inh	POLH inh	Apoferritin bind	POLB inh
33	O=C(N/N=C/c1ccco1)C1CC1(c1ccccc1)c1ccccc1 (centres undefined)	?	?	-9%	?	?
34	CCOc1ccc(N2CC(NS(=O)(=O)c3cccnc3)CC2=O)cc1 (centres undefined)	-4%	13%	-18%	/	/
35	C=CCC[C@H](Cc1ccc(F)cc1)C(=O)OC[C@H](Cc1c[nH]c2ccccc12)NC(=O)[C@@H](CC=C)CC(=O)N[C@@H](CO)Cc1ccccc1	4%	-5%	-13%	/	/
36	COc1ccc(-c2nc3cnc(Nc4cccc(OC)c4)nc3n(C)c2=O)cc1	/	2%	/	/	/
37	Cc1ccc(CNC(=O)c2cc(S(=O)(=O)N3CCOCC3)cn2C)cc1	-3%	62%[activator]	-9%	-6%	?
38	O=C(CSCc1ccccc1Cl)N1CCN(c2ccc(F)cc2)CC1	7%	/	-23%	0%	-24%
39	CC(C)(C)c1ccc(C(=O)NC(=S)NCc2ccco2)cc1	-12%	9%	-26%	?	0%
40	O=C(O)c1cccc(NC(=O)c2cn(-c3ccccc3)nc2-c2ccc([N+](=O)[O-])cc2)c1	0%	-14%	-2%	-16%	?

No.	BLM inh	LDHA inh	Pol kappa inh	Glioma ERSR ind
33	3%	-6	-9%	-5%
34	/	-5	-9%	-4%
35	/	-15	-14%	-8%
36	-3%	/	-10%[60.1 µM]	-3%
37	0%	-1	7%	-4%
38	-6%	4	-2%[60.1 µM]	-1%
39	-13%	-2	-7%	2%
40	-13%	-5	-18%	2%

BLM inh, what is marked active above.
item | Compound | POLI inh | APEX1 inh | POLH inh | Apoferritin bind | BLM inh | Pol kappa inh | Glioma ERSR ind
32 | O=C(O)C1Nc2c(O)cc(Cl)c([N+](=O)[O-])c2C2C=CCC12 (centres undefined) | ? | 2.5µM* | 1.3µM* | -21% | 1.8µM* | 1.8µM* | -6%

(list continues)
No.	compound	POLI inh	APEX1 inh	POLH inh	Apoferritin bind	POLB inh
41	COc1ccc(OCCOC(=O)CNC(=O)c2ccc(C)cc2)cc1	15%	-5%	0%	/	/
42	CCOC(=O)CSc1nc2ccc(NC(=O)c3ccc(Cl)cc3)cc2s1	36%[activator]	/	-13%	-5%	-13%
43	O=C1CCCc2c1nn(-c1ccccc1)[n+]2[O-]	7%	-3%	-16%	-8%	-12%
44	CCOC(=O)c1c(S(=O)(=O)NCC(=O)Nc2cccc(C)c2)c(C)n(C)c1C	-17%	70%[activator]	-8%	-6%	-1%
45	CCCS(=O)(=O)c1c(S(=O)(=O)CCC)c2c(N)cccn2c1C(=O)c1ccccc1	-1%	2%	-7%	?	11%
46	CCOC(=O)c1sc(NC(=O)/C=C/c2cnn(C)c2C)c(C(=O)OC(C)C)c1C	19%	-10%	-7%	-4%	13%
47	CC(=O)NC(C)C(=O)OCc1ccc(Cl)cc1Cl (centres undefined)	-5%	17%	-8%	10%	1%

No.	BLM inh	LDHA inh	Pol kappa inh	Glioma ERSR ind
41	/	-6	-13%	-4%
42	-3%	-3	-16%	12%
43	-2%	1	-10%	-3%
44	1%	-1	12%	-3%
45	-13%	9	-7%	-2%
46	-1%	-6	-4%	-1%
47	0%	-4	-9%	1%
